IL-1B inflam inh: inhibitors of inflammasome signaling (IL-1 beta secretion). THP-1 LPS/ATP IL-1B secretion, AlphaLISA, 16 h; active compounds read low. activity change, % at 57.5 µM. hit rate 4.7% among 360,000; in the data active means activity change below about -50%; inconclusive means mostly about -30% to -49%; further: on the % scale 0 is the no-effect control and ±100 the full control effect
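Secreted IL-1B measured by AlphaLISA bead assay after 16 h compound exposure of THP-1 cells; compounds (final up to 57.5 uM) added 1 h before LPS (250 ng/mL) and ATP (1.25 mM) stimulation; lower signal means less secretion.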
KB-V1 MDR tox: KB-V1 MDR subline cytotoxicity; KB-V1 MDR cells viability, CellTiter-Glo, 72 h; Potency, µM (series often up to 46.1 µM), without a hit: at the top dose activity change, negative = cytotoxicity, most hits filed as cytotoxic; hit rate 3.4% among 400,000; further: potency means the concentration at half of the fitted maximal effect; on the % scale 0 is the no-effect control and ±100 the full control effect; nearly all actives have a fitted effect of over 60% in size
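Readout: CellTiter-Glo luminescence, 10 min after addition. Cells: KB-V1 MDR subline, 72 h at 37 degrees C with compound. Analysis: corrected, normalized data fitted to concentration-effect curves.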
HT1080-NT tox: kills 2HG-producing HT-1080-NT fibrosarcoma cells | hit rate 1.6% among 360,000 | Potency, µM (titrated, usually from 46.1 µM), for the others: at the highest dose activity, negative = less viability, actives largely listed as cytotoxic | HT-1080-NT fibrosarcoma viability, CellTiter-Glo ATP luminescence, 48 h;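 further: NT is the 2HG producing partner of a matched IDH1 knockdown line; potency means the concentration at half of the fitted maximal effect; 0% = DMSO-treated cells and -100% = media-only wells without cells; nearly all actives have a fitted effect of over 55% in size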
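A 48-hour cytotoxicity screen used HT-1080-NT cells plated 2 hours before compound delivery. ATP-based CellTiter-Glo luminescence measured viability, normalized to DMSO and no-cell controls.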
SW480 rerep: DNA re-replication induction in SW480 cells | hit rate 1.8% among 340,000 | SW480 DNA re-replication, Hoechst DNA content imaging, 48 h | Potency, µM (titrated, usually from 46.1 µM), inactives show at the top dose re-replication activation, most hits filed as activators; further: potency means the concentration at half of the fitted maximal effect; % of control where 0% means no effect; nearly all actives have a fitted effect of over 55% in size
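Treated cells incubate 48 hr (37 C, 5% CO2), are stained 40 min with Hoechst, and nuclear fluorescence is enumerated; a rise in nuclei with high DNA signal marks re-replication.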
DRD3 antagonist: D3 dopamine receptor (human) antagonism. P35462. D3R cells, DiscoveRx beta-arrestin luminescence, antagonist mode; active compounds read low. max response, negative = inhibition, %. hit rate 2.5% among 360,000; in the data active means max response below about -50%; inconclusive means no clear call, values can overlap the other calls; further: on the % scale 0 is the no-effect control and ±100 the full control effect; mostly tested at two doses, the higher about 12 µM
Target sequence (P35462 whole entry, looked up): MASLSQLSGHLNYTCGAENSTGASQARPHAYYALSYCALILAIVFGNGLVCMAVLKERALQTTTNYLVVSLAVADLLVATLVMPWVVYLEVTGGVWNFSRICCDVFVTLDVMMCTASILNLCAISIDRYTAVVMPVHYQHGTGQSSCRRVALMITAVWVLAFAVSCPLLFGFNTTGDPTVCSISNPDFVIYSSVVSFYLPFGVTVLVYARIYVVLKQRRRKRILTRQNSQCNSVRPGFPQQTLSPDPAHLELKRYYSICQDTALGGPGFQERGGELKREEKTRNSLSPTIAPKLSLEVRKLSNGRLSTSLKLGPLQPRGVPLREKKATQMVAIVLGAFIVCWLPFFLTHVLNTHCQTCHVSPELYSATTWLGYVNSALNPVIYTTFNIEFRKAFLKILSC
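Cells expressing the human receptor were seeded at 1500 cells/well, incubated overnight at 37 degrees C in 5% CO2, then exposed to library compounds with dopamine controls for 90 minutes at 37 degrees C before luminescent detection.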
D3 ag: agonists of human D3 dopamine receptor. P35462. D3R DiscoveRx beta-arrestin cells, luminescence, 90 min. max activation, %. hit rate 0.58% among 410,000. AID 652048; in the data active means max activation above about 30%; further: 0% is about no effect; mostly tested at two doses, the higher about 12 µM
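Agonist mode: compounds and dopamine controls were applied to plated cells for 90 min at 37 degrees C after an overnight attachment at 1500 cells/well. Luminescent read-out followed 30 - 60 minutes at room temperature with DiscoveRx detection reagent.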
KB-3-1 tox: kills parental KB-3-1 adenocarcinoma cells | AID 1347075 | KB-3-1 viability, CellTiter-Glo ATP luminescence, 72 h | hit rate 1.4% among 400,000 | Potency, µM (titrated, usually from 46.1 µM), for inactives: at the top dose activity change, negative = cytotoxic, actives largely listed as cytotoxic; further: potency means the concentration at half of the fitted maximal effect; on the % scale 0 is the no-effect control and ±100 the full control effect; nearly all actives have a fitted effect of over 60% in size
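Multi-concentration cytotoxicity screen in KB-3-1 cells grown in DMEM lacking phenol red with 10% FBS. After 72 h at 37 °C with compound, ATP-dependent luminescence was recorded.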
HT1080 IDH1KD tx: toxicity to HT-1080 IDH1 knockdown cells (counter line) | hit rate 2% among 360,000 | Potency, µM (top dose mostly 46.1 µM), for inactives: top-dose activity, negative = toxicity, hits mostly cytotoxic | HT-1080 IDH1 knockdown viability, ATP luminescence, 48 h;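 further: potency means the concentration at half of the fitted maximal effect; 0% = DMSO wells and -100% = cell-free medium wells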
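After a 2 h attachment period, IDH1KD HT-1080 cells took pin-transferred compound for 48 h at 37 °C; ATP-based luminescence after 10 min room-temperature reagent incubation reported viability.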
GLP1R ag: activates the human GLP-1 receptor; hit rate 0.007% among 380,000; Potency, µM (titrated, usually from 45.6 µM), for the others: top-dose activation, usual class: activators; HEK293 GLP-1R CRE-luciferase, luminescence, 4-6 h; cells express a hypersensitive GLP-1R form; further: potency means the concentration at half of the fitted maximal effect; % of control where 0% means no effect
Target sequence (P43220 whole entry, looked up): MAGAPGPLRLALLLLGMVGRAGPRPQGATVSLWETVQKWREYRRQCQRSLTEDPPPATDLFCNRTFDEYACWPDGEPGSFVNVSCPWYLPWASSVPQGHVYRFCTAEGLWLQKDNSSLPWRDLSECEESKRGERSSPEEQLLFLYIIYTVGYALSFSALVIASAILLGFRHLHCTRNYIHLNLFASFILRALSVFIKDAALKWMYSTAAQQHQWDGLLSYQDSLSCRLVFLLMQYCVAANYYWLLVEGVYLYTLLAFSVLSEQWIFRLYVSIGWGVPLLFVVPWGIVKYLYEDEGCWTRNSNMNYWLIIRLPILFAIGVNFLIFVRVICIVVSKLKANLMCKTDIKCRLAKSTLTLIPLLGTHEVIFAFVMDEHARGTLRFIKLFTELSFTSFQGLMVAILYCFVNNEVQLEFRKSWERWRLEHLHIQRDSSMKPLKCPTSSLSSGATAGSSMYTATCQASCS
Active calls of the source: *; ? = inconclusive; . = no result given; [ ] = another dose, or the depositor's remark. Unless noted, the call rests on the fitted dose curve; in most records, active means well fitted curve in the direction sought with a large enough effect; inconclusive means small, poorly fitted or top-dose-only effect, or another doubt; inactive means no such curve, though single readings can be large; an effect the other way counts as inactive or inconclusive.

Codes: A = IL-1B inflam inh; B = KB-V1 MDR tox; C = HT1080-NT tox; D = SW480 rerep; E = DRD3 antagonist; F = D3 ag; G = KB-3-1 tox; H = HT1080 IDH1KD tx; I = GLP1R ag
molecule: O=C(CSc1ccsc1[N+](=O)[O-])Nc1cccc(F)c1
  A = -5 | B = 0% | C = 6% | D = -11% | E = -16 | F = -15 | G = 0% | H = 5% | I = -4%

molecule: CCCN1CCc2c(sc(NC(=S)NC(=O)c3ccccc3)c2C#N)C1
  A = 0 | B = 0% | C = -11% | D = ? | E = -4 | F = 38* | G = 3% | H = -8% | I = 1%

molecule: O=C(CSc1ccccn1)Nc1cccc2ccccc12
  A = 31 | B = -1% | C = 5% | D = -3% | E = 7 | F = 11 | G = 8% | H = 4% | I = 5%

molecule: COC(CNC(=O)c1ccc2c(c1)nc(C)n2-c1cccc(C)c1)OC
  A = 17 | B = 12% | C = 27% | D = 6% | E = 6 | F = 8 | G = 25% | H = 5% | I = 15%

molecule: COc1ccc2c(CNCc3cccs3)c(C(=O)O)n(Cc3ccccc3)c2c1
  A = . | B = 25% | C = . | D = . | E = . | F = -7 | G = -3% | H = . | I = -1%

molecule: NC(=O)C1CCCN(CC(=O)N2CCN(c3ccccc3)CC2)C1 (centres undefined)
  A = -12 | B = 18% | C = 19% | D = -11% | E = 1 | F = -11 | G = -9% | H = 14% | I = 4%

molecule: CCOC(=O)N1CCN(C(=O)Nc2sc3nc4n(c(=O)c3c2C)CCC(C)CC4)CC1 (centres undefined)
  A = -6 | B = 0% | C = 0% | D = 0% | E = -7 | F = 2 | G = -5% | H = -17% | I = 8%

molecule: Cc1ccc(N2CC(C(=O)N/N=C/c3c(F)cccc3Cl)CC2=O)cc1 (centres undefined)
  A = -7 | B = -26% | C = -1% | D = 2% | E = -18 | F = -2 | G = 0% | H = -11% | I = -4%

molecule: O=C(C[C@H]1C/C=C\CC[C@@H](Cc2ccc(F)cc2)C(=O)O[C@@H](c2ccccc2)CNC1=O)N[C@@H](CO)Cc1ccccc1
  A = 29 | B = 0% | C = 8% | D = -3% | E = 29 | F = 16 | G = 0% | H = 4% | I = 10%

molecule: COc1ccc(/C=C2/C(=O)N(c3c(F)c(F)c(F)c(F)c3F)N=C2C)cc1
  A = 14 | B = -9% | C = -4% | D = 0% | E = 0 | F = 6 | G = 2% | H = 5% | I = 0%

molecule: Cc1nnc(NC(=O)CCCOc2ccccc2)s1
  A = 19 | B = -1% | C = 9% | D = 2% | E = 14 | F = -5 | G = -1% | H = 6% | I = 3%

molecule: CCn1ncc2c(OCc3ccc(C#N)cc3)cc(C)nc21
  A = -10 | B = ? | C = -1% | D = 5% | E = 18 | F = 0 | G = 1% | H = -11% | I = 27%

molecule: O=C(COC(=O)CSc1ccc([N+](=O)[O-])cc1)NCc1cccs1
  A = 2 | B = 1% | C = 1% | D = -2% | E = -11 | F = -1 | G = -7% | H = -2% | I = 2%

molecule: CCCc1nc2c(s1)CCc1onc(-c3ccc(Br)cc3)c1-2
  A = 38 | B = -6% | C = 25% | D = -10% | E = 15 | F = 43* | G = -11% | H = 14% | I = 8%

molecule: COc1ccc(C(=O)NCc2ccccc2OC)c(OC)c1
  A = -14 | B = -33% | C = -11% | D = -3% | E = -8 | F = -2 | G = 8% | H = -11% | I = 7%

8 of the compounds above, tab-delimited.
smiles	IL-1B inflam inh	KB-V1 MDR tox	HT1080-NT tox	SW480 rerep	DRD3 antagonist	D3 ag	KB-3-1 tox	HT1080 IDH1KD tx	GLP1R ag
O=C(CSc1ccsc1[N+](=O)[O-])Nc1cccc(F)c1	-5	0%	6%	-11%	-16	-15	0%	5%	-4%
CCCN1CCc2c(sc(NC(=S)NC(=O)c3ccccc3)c2C#N)C1	0	0%	-11%	?	-4	38*	3%	-8%	1%
O=C(CSc1ccccn1)Nc1cccc2ccccc12	31	-1%	5%	-3%	7	11	8%	4%	5%
COC(CNC(=O)c1ccc2c(c1)nc(C)n2-c1cccc(C)c1)OC	17	12%	27%	6%	6	8	25%	5%	15%
COc1ccc2c(CNCc3cccs3)c(C(=O)O)n(Cc3ccccc3)c2c1	.	25%	.	.	.	-7	-3%	.	-1%
NC(=O)C1CCCN(CC(=O)N2CCN(c3ccccc3)CC2)C1 (centres undefined)	-12	18%	19%	-11%	1	-11	-9%	14%	4%
CCOC(=O)N1CCN(C(=O)Nc2sc3nc4n(c(=O)c3c2C)CCC(C)CC4)CC1 (centres undefined)	-6	0%	0%	0%	-7	2	-5%	-17%	8%
Cc1ccc(N2CC(C(=O)N/N=C/c3c(F)cccc3Cl)CC2=O)cc1 (centres undefined)	-7	-26%	-1%	2%	-18	-2	0%	-11%	-4%

(continued)
Codes: A = IL-1B inflam inh; B = KB-V1 MDR tox; C = HT1080-NT tox; D = SW480 rerep; E = DRD3 antagonist; F = D3 ag; G = KB-3-1 tox; H = HT1080 IDH1KD tx; I = GLP1R ag
molecule: CC(=O)c1ccc(N2CCN(C(=S)NCCCN(C)C)CC2)cc1
  A = -22 | B = 12% | C = 19% | D = ? | E = -1 | F = 10 | G = -6% | H = 29% | I = 0%

molecule: COc1ccccc1C(=O)N1CCN(C(=O)[C@H]2O[C@@H](n3ccc(N)nc3=O)[C@H](O)[C@@H]2O)CC1
  A = -20 | B = 13% | C = 23% | D = . | E = 6 | F = 7 | G = 0% | H = 9% | I = 1%

molecule: COc1ccc(Cl)cc1NC(=O)CN(C)CC(=O)NCc1ccc(F)cc1
  A = -14 | B = ? | C = -12% | D = -5% | E = 23 | F = 2 | G = -5% | H = -6% | I = 16%

molecule: CC(Sc1nc(N2CCCCC2)c2c(c1C#N)CCCC2)C(=O)O (centres undefined)
  A = 32 | B = 11% | C = 0% | D = -2% | E = 14 | F = 8 | G = -5% | H = -1% | I = -3%

molecule: O=C(Oc1ccccc1)c1ccc2c(c1)C(=O)N(Cc1ccncc1)C2=O
  A = 3 | B = 0% | C = 30% | D = -6% | E = -10 | F = -1 | G = -1% | H = 17% | I = -1%

molecule: CCN1CCCc2cc(CN(CCN3CCOCC3)C(=S)Nc3ccccc3OC)ccc21
  A = -3 | B = -8% | C = -4% | D = -4% | E = -14 | F = 3 | G = -3% | H = 0% | I = -8%

molecule: c1ccc(COc2cccc(CNCc3cccs3)c2)cc1
  A = -19 | B = -3% | C = ? | D = -62%[inhibitor] | E = 0 | F = -6 | G = -12% | H = -20% | I = 8%

molecule: COc1ccc(NCCNc2ccc(OC)cc2)cc1
  A = 10 | B = -23% | C = -28% | D = 17% | E = -3 | F = -11 | G = 2% | H = -22% | I = -2%

molecule: COCCn1c(SCc2ccc(C(=O)OC)o2)nc2ccccc2c1=O
  A = -18 | B = -5% | C = ? | D = -2% | E = 5 | F = 11 | G = -10% | H = 7%[9.24 µM] | I = 25%

molecule: CC(C)=CC(=O)N1CC[C@@H](N2CCN(c3ccccc3F)CC2)[C@H](O)C1
  A = 17 | B = 9% | C = -3% | D = -7% | E = 0 | F = 17 | G = 3% | H = 3% | I = -14%

molecule: CCn1c(SCc2nc3ccccc3nc2C)nnc1-c1cccs1
  A = -6 | B = 0% | C = 2% | D = 0%[9.22 µM] | E = 8 | F = 0 | G = 3% | H = -2% | I = 10%

molecule: CCCn1c(CCNC(=O)c2cccs2)nc2ccccc21
  A = -6 | B = -6% | C = 6% | D = -14% | E = -10 | F = -6 | G = 6% | H = -1% | I = 7%

molecule: O=C(Cc1cccc2ccccc12)Nc1ccccc1C(=O)O
  A = -14 | B = ? | C = -25% | D = 4% | E = 0 | F = -8 | G = ? | H = ? | I = 2%

molecule: O=C(NN1C(=O)c2ccccc2NC1c1ccoc1)c1ccc([N+](=O)[O-])cc1 (centres undefined)
  A = ? | B = 4% | C = 1% | D = 5% | E = 6 | F = 7 | G = ? | H = -5% | I = -3%

molecule: CCc1ccc(NC(=O)CCCN2C(=S)NC(C)(C)CC2C)cc1 (centres undefined)
  A = 3 | B = ? | C = 8% | D = -3% | E = 4 | F = -8 | G = -8% | H = -7% | I = 9%

Next part:
Second line of a record – IL-1B inflam inh, KB-V1 MDR tox, HT1080-NT tox, SW480 rerep, DRD3 antagonist, D3 ag, KB-3-1 tox, HT1080 IDH1KD tx, GLP1R ag
- CC(C)c1ccc(NS(=O)(=O)c2ccc3[nH]cc(C(=O)N4CCC(C(N)=O)CC4)c(=O)c3c2)cc1
 : 6, 11%, -1%, -16%, 10, 7, -4%, 7%, -2%
- O=C(C[n+]1ccccc1)N/N=C/c1ccccc1F
 : 22, 4%, 5%, 2%, 1, 5, 3%, -1%, 0%
- CC(=O)c1cccc(NC(=S)NC(=O)c2ccccc2Cl)c1
 : -13, 2%, 14%, -4%, -20, -5, 1%, 14%, 7%
- COC(=O)C1=CN(c2cccc(OCc3ccccc3)c2)C(N)=C(C#N)C1c1ccc(-c2ccccc2)cc1 (centres undefined)
 : -4, -7%, 1%, ., 0, 6, 11%, 10%, .
- CC(C(=O)NC1CCCC1)N1CCN(S(=O)(=O)c2ccc(C(C)(C)C)cc2)CC1 (centres undefined)
 : -1, ?, 4%, 3%, ?, -3, 25%, 5%, -5%
- Cc1ccc(C)c(N2N=C(C(=O)Nc3cccnc3)CCC2=O)c1
 : 8, 0%, -2%, 2%, 7, 0, 5%, -2%, 2%
- COc1cccc(NC(=O)CSc2ncc(S(=O)(=O)c3ccccc3)c(=O)[nH]2)c1
 : 19, 12%, 12%, -19%, 3, -10, -2%, 1%, -2%
- Cc1c(CN2CCc3c([nH]c4ccccc34)C2C2CCCCC2)cnn1C (centres undefined)
 : -7, -24%, -3%, 6%, -24, -13, 3%, -14%, -3%
- CCOC(=O)CSc1nnc(CNC(=O)c2ccc(OC)cc2OC)n1C
 : 2, 1%, 8%, -14%, -8, 6, 6%, 4%, -4%
- CCN(CC(=O)Nc1c(F)cccc1F)C(=O)c1ccc(OCc2c(C)noc2C)cc1
 : 17, -5%, 4%, 0%, 14, 4, 7%, 5%, 1%

Bioassay records as filed in PubChem BioAssay.
